# Screening data: PubChem BioAssay, National Center for Advancing Translational Sciences (NCATS)
# aSyn yeast inh: inhibitors of alpha-synuclein toxicity in yeast; Yeast expressing alpha-synuclein, growth rescue, BacTiter-Glo, 24 h; Potency, µM (highest dose often 46.1 µM), for the others: at the highest dose growth rescue (activation), actives largely listed as activators; 370,000 tested, 0.14% active; AID 652106; note: potency is the fitted concentration of half-maximal effect; % of control where 0% means no effect; nearly all actives have a fitted effect of over 65% in size
#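 Galactose-induced alpha-syn yeast (OD600=0.02, raffinose-pregrown) + pinned cpd, 24 hr, 30 deg C; growth by BacTiter-Glo luminescence. Growth restoration scores as activation.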
# HEK293 tox: cytotoxic in the GLP-1 receptor inverse agonist counter-screen | HEK293 cAMP-luciferase reporter cells, luminescence, 24 h | Potency, µM (doses to about 38.3 µM), without a hit: at the highest dose activity change, negative = inhibition, usual class: inhibitors | 410,000 tested, 0.13% active;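 note: loss of luciferase light is scored as toxicity; potency is the fitted concentration of half-maximal effect; % is set by controls: 0 for no effect and ±100 for the full control effect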
#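 A 23 nL compound transfer followed 12 hours of cell culture at 37 deg C; exposure then lasted 24 hr. Luciferase assay detection reagent was dispensed and plates read for luminescence after a 12 min room-temperature wait.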
# MmCpn inh: blocks the Methanococcus maripaludis chaperonin Mm-Cpn | Potency, µM (highest dose often 76.9 µM), without a hit: top-dose activity, negative = inhibition, actives largely listed as inhibitors | AID 504842 | purified Mm-Cpn ATPase, ADP Transcreener TR-FRET | 330,000 tested, 0.031% active; note: potency is the fitted concentration of half-maximal effect; % is set by controls: 0 for no effect and ±100 for the full control effect; nearly all actives have a fitted effect of over 80% in size
#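 Reaction buffer contained 30 mM Tris pH 7.4, 100 mM KCl, 5 mM MgCl2 and 1 mM DTT. Mm-CPN (25 nM final) hydrolysed 10 uM ATP over 30 min at 37°C; ADP was read by HTRF.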
# pAkt inh: Akt phosphorylation inhibition; AID 651550; 360,000 tested, 0.32% active; Neuro2A IGF-stimulated pAkt S473 HTRF, 20 min; hits give low values; activity change, % for hits at 50 µM; in the data active = activity change below about -80%; inconclusive = mostly about -51% to -80%; note: % is set by controls: 0 for no effect and ±100 for the full control effect
#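 Neuro2A cells in DMEM with 0.5% FBS, overnight at 37 deg C, given compound at single 50 µM final, then IGF (6 nM final) for 20 min at 37 deg C. Lysed; phospho-Akt Ser473 by HTRF after 24 h, 665/615 ratio.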
# Abeta rescue: A-beta toxicity reversal in yeast | Potency, µM (top dose mostly 46.1 µM), without a hit: at the highest dose growth rescue, usual class: activators | 410,000 tested, 0.063% active | yeast expressing A-beta42, growth rescue, OD600, 48 h; response scale: 0% DMSO, 100% iron-clioquinol control; note: potency is the fitted concentration of half-maximal effect; nearly all actives have a fitted effect of over 55% in size
#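 Yeast A-beta toxicity model in growth medium with pinned compounds, 48 h at 30 C; growth read as absorbance at 600 nm. Normalized to FeCl3/clioquinol equimolar mix (positive) and DMSO (negative).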
# TDP43 rescue: rescues yeast growth from TDP-43 toxicity; TDP-43 expressing yeast growth rescue, BacTiter-Glo, 24 h; Potency, µM (titrated, usually from 46.1 µM), inactives show at the top dose growth rescue (activation), hits mostly activators; 410,000 tested, 1.8% active; AID 652104; note: potency is the fitted concentration of half-maximal effect; % of control where 0% means no effect; nearly all actives have a fitted effect of over 50% in size
#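 Readout is BacTiter-Glo luminescence of cell growth, so inhibitors register as activators. TDP-43-expressing yeast at OD600=0.02 in galactose medium, after raffinose pregrowth to mid-log, were incubated with compound for 24 hr at 30 deg C.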
# GLP-1R inv ag: GLP-1 receptor (human) inverse agonism. P43220. HEK293 GLP-1R CRE-luciferase, luminescence, 24 h; GLP-1R form is constitutively active. Potency, µM (highest dose often 38.3 µM), inactives show top-dose activity change, negative = inhibition, most hits filed as inhibitors. 410,000 tested, 1.6% active; note: potency is the fitted concentration of half-maximal effect; % is set by controls: 0 for no effect and ±100 for the full control effect; nearly all actives have a fitted effect of over 55% in size
# Target sequence (P43220 whole entry, looked up): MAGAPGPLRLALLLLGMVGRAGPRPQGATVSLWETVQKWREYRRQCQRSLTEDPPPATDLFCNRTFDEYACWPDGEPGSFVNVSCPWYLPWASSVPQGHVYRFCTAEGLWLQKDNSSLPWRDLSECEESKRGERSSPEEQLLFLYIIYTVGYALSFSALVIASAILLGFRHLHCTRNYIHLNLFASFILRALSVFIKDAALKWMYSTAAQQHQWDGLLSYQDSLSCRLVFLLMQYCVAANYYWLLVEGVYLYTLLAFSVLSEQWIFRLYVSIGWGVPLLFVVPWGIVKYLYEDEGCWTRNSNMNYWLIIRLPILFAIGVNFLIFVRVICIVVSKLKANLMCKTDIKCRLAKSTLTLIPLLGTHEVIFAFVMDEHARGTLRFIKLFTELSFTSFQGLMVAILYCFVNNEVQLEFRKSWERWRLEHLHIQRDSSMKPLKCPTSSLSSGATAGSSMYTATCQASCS
#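 qHTS in 1536-well format: reporter HEK293 cells expressing constitutive GLP-1R activity in DMEM + 10% Nu serum, 24 hr with compounds at 37 deg C, luminescence read after 12 min with detection reagent.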
# FUS suppressor: FUS proteinopathy suppression in yeast; S. cerevisiae FUS-expressing, growth rescue, OD600, 24 h; Potency, µM (doses to about 76.6 µM), inactives show at the top dose growth rescue (activation), most hits filed as activators; 390,000 tested, 0.24% active;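 note: potency is the fitted concentration of half-maximal effect; plate controls were DMSO vehicle for no effect and reference control for full effect; nearly all actives have a fitted effect of over 55% in size; some results filed as inactive show a strong effect at the top dose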
#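 FUS-expressing yeast, raffinose-pregrown, induced in 2% galactose minimal medium at OD 0.005; compounds in a dilution series, 24hr at 30C. Growth restoration read as absorbance at 600 nm. CP55940 positive control, DMSO negative.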
# PTHR1 agonist: agonists of human PTHR1 parathyroid hormone receptor; Q03431; AID 743266; Potency, µM (doses to about 115 µM), inactives show at the highest dose activation, usual class: activators; 410,000 tested, 0.075% active; HEK293 GP2 PTHR1 cells, GloSensor cAMP luminescence, 1 h; note: potency is the fitted concentration of half-maximal effect; nearly all actives have a fitted effect of over 55% in size; some results filed as inactive show a strong effect at the top dose; inactives centre near -15; many of its hits are not listed in these tables
# Target sequence (Q03431 whole entry, looked up): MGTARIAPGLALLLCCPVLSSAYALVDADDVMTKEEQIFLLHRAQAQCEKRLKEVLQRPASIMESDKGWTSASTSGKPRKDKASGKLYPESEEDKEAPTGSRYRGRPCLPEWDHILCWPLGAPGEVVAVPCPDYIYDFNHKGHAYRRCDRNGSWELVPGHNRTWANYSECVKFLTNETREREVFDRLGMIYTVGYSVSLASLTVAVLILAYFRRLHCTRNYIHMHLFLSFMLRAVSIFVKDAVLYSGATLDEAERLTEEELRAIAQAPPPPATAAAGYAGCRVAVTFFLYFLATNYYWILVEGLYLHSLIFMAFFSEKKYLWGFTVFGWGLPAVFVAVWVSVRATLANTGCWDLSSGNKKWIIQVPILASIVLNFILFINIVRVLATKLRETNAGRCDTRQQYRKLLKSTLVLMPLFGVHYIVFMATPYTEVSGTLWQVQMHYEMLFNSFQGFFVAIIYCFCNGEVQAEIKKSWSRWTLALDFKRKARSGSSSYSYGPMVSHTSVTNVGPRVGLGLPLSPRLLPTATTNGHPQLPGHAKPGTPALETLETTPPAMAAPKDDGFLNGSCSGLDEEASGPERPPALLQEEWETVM
#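 HEK-293-derived GP2 cells expressing PTHR1 and a GloSensor cAMP reporter, 3,000/well, plated overnight, given luciferin plus IBMX (each 0.5 mM as added) for 1 h at 37 °C, then compound for 1 h at 37 °C. Luminescence was read after 15 min at room temperature.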
# * hit, by the source's call; i = inactive; ? = inconclusive; / = no result given; & = joins results of further samples; [ ] = remark or other dose. Unless noted, calls come from the whole dose curve; as a rule, active = well fitted curve in the direction sought with a large enough effect; inconclusive = small, poorly fitted or top-dose-only effect, or another doubt; inactive = no such curve, though single readings can be large; an effect the other way counts as inactive or inconclusive.
# Preview, 2 compounds:
SMILES,aSyn yeast inh,HEK293 tox,MmCpn inh,pAkt inh,Abeta rescue,TDP43 rescue,GLP-1R inv ag,FUS suppressor,PTHR1 agonist
Cc1cccc(N2CCN(S(=O)(=O)c3ccc4c(c3)NC(=O)C(C)S4)CC2)c1C (stereo not drawn),-4%,-2%,0%,i,-12%,?,?,35%,-23%
CCOC(=O)N1CCN(C(=O)Cc2ccc(C)cc2)CC1,0%,9%,0%,i,-8%,-15%,5%,-25%,i

# The list itself (from the top)
SMILES,aSyn yeast inh,HEK293 tox,MmCpn inh,pAkt inh,Abeta rescue,TDP43 rescue,GLP-1R inv ag,FUS suppressor,PTHR1 agonist
Cc1cccc(N2CCN(S(=O)(=O)c3ccc4c(c3)NC(=O)C(C)S4)CC2)c1C (stereo not drawn),-4%,-2%,0%,i,-12%,?,?,35%,-23%
CCOC(=O)N1CCN(C(=O)Cc2ccc(C)cc2)CC1,0%,9%,0%,i,-8%,-15%,5%,-25%,i
Cc1ccc(C(=O)NC2CCCCCCC2)c(Cl)c1,21%,6%,1%,i,-15%,-5%,4µM*,-7%,-47%[inhibitor]
CN(C)/C=N/c1sccc1C(N)=O,2%,32%,-3%,i,-2%,14%,4%,2%,i
CC(=O)c1ccc(NC(=O)C(C)n2nc(-c3ccccc3)c3cc(Cl)ccc32)cc1 (stereo not drawn),0%,-28%,-1%,i,0%,11%,6.3µM*,20%,-59%[inhibitor]
C=CCOn1c(=O)c(-c2cccs2)[n+]([O-])c2ccccc21,-4%,3%,-3%,i,-25%,?,2%,26%,i
Cc1ccc(C(=O)Nc2ccc(Cc3ccncc3)cc2)cc1[N+](=O)[O-],-5%,-5%,0%,i,-4%,19%,-8%,/,-23%
COc1ccc(N2C(c3ccsc3)=Cc3cc4c(cc3C2c2c[nH]c3ccccc23)OCO4)cc1 (stereo not drawn),18%,-9%,/,i,18%,21%,-27%,?,-20%
CC(C)C[C@@H](CO)N1CCN(CC(C)C)CCC1=O,-5%,?,2%,i,-20%,-2%,11%,-12%,-24%
COC(=O)c1ccc(COC(=O)c2ccc(C)c(S(=O)(=O)N3CCCCC3)c2)cc1,-12%,12%,-1%,i,-9%,-30%,?,19%,-39%[inhibitor]
COCCNC(=O)C(OC(=O)CC1Sc2ccccc2NC1=O)c1ccccc1 (stereo not drawn),2%,3%,0%,i,4%,3%,10%,4%,-5%
CCCc1c(C(=O)N/N=C/c2ccc(C)o2)nnn1-c1nonc1N,0%,-1%,/,i,-4%,-2%,5%,-18%,-19%
Cc1ccc(S(=O)(=O)N2CCOCC2)cc1C(=O)OCC(=O)c1ccc[nH]1,-13%,-6%,1%,i,-5%,5%,9%,20%,-5%
C/C=C\C=C/C(=O)Nc1cccc(C2=NOC3(C2)C[C@@H](C(N)=O)N(C(=O)/C=C/C=C\C)C3)c1 (stereo partly drawn),-4%,-2%,0%,i,0%,11%,2%,?,-27%
CCn1c2c(c3ccc(OC)cc31)CCCC2=O,17%,-7%,-6%,i,21%,?,?,9%,-9%[57.5 µM]
O=C(NCc1ccc(F)cc1)C1CC(=O)N(C2CCCCC2)C1 (stereo not drawn),5%,-17%,-3%,i,2%,-4%,-15%,5%,i
CCN(CC)S(=O)(=O)c1ccc(Cl)c(C(=O)OC2CC(C)OC2=O)c1 (stereo not drawn),0%,-8%,1%,i,4%,-24%,0%,-8%,i
COc1ccc(Nc2cccccc2=O)cc1,8%,-27%,-1%,i,4%,11µM*,-22%,6%,i
COC(=O)c1c(NC(=O)COc2ncnc3ccccc23)sc(C)c1C,-3%,9%,0%,i,-9%,-13%,-17%,/,i
Cc1ccc(OCc2nc3ccccc3n2C)cc1,-6%,3%,0%,i,8%,-7%,?,-25%,-89%[inhibitor]
O=C(CN(Cc1cccs1)C(=O)CNS(=O)(=O)c1ccc(F)cc1)NCC1CCCO1 (stereo not drawn),1%,1%,-3%,i,-12%,0%,13%,11%,16%
O=C(O)CCc1ccc(S(=O)(=O)Nc2ccc(OCc3ccccc3)cc2)cc1,6%,-8%,0%,i,-3%,-17%,-2%,29%,-1%
COc1ccc(C(=O)Nc2scc(-c3ccc(Cl)cc3Cl)c2C(N)=O)cc1,-7%,-1%,-4%,i,-1%,-2%,10%,28%,-15%[57.5 µM]
O=C(COC(=O)/C=C/c1ccc(F)cc1)NC1CC1,-4%,19%,-3%,i,-7%,-2%,11%,/,2%
O=C(Nc1ccc(N2CCOCC2)cc1)c1ccncc1,2%,4%,0%,i,16%,-2%,19%,-1%,i
CN(Cc1ccc(F)cc1)S(=O)(=O)c1nnc(NC(=O)c2ccccc2)s1,-4%,1%&2%,-6%,i,-19%&3%,-13%&25%,-25%&-20%,-7%&13%,-21%&-29%
COc1ccc(NC(=S)N2CCN(c3ncccn3)CC2)c(OC)c1,-8%,5%,1%,i,-26%,4%,2%,-5%,-31%[inhibitor]
O=C(COC(=O)c1c2c(nc3ccccc13)CCCC2)Nc1ccc2c(c1)OCO2,-19%,?,1%,/,-41%[inhibitor],26%,?,27%,-7%[57.5 µM]
CC(=O)c1ccc2noc(-c3ccc(F)cc3)c2c1,0%,6%,-2%,i,-39%,13%,3%,17%,-24%
COc1ccc(/C=C/C(=O)Nc2ccc(Cl)c(Cl)c2)cc1,/,0%,/,/,-5%,0%,?,5%,-35%[inhibitor]
Cc1csc(NC(=O)C2CCCCC2)n1,2%,-3%,0%,i,21%,7%,12%,-16%,i
COc1ccccc1Nc1nc(C)nc(N)c1S(=O)(=O)c1ccccc1,-10%,-11%,/,/,-13%,12%,-3%,-7%,-6%
O=C(NCCN1CCCCC1)Nc1ccc([N+](=O)[O-])cc1,-3%,26%,1%,i,-8%,2%,?,3%,6%
O=C(O)CSc1ccc2nnc(-c3cccnc3)n2n1,8%&1%,0%,-3%,i,7%,15%,14%,-38%,i
Nc1nnc(N)c2ccccc12,-1%,-1%,1%,i,-17%,8%,10%,-4%,i
CCc1c(C)nc(N)n2c(SCC(=O)N3CCCC(C)C3)nnc12 (stereo not drawn),-11%,2%,1%,i,2%,-21%,0%,10%,-21%
O=C(c1cc2ccccc2oc1=O)N1CCOCC1,-1%,14%,-1%,i,6%,21%,56%[activator],-19%,-64%[inhibitor]
COc1ccc(CC(=O)NCC2(N3CCCCC3)CCCCC2)cc1,-4%,25%,-5%,i,?,2%,4%,-20%,14%
CCOc1ccc(NC(=O)CSc2nc3nc(C)cc(C)n3n2)cc1,-10%,-4%,-1%,i,3%,-5%,59%[activator],19%,i
Cc1ccccc1S(=O)(=O)Cc1ccc(C(=O)NCCCN(C)Cc2ccccc2)o1,8%,-21%,2%,i,3%,1%,?,-11%,-2%
Cc1cccc(NC(=O)C2CCCN(S(=O)(=O)c3cnc[nH]3)C2)c1C (stereo not drawn),/,0%,/,/,-19%,10%,4%,10%,-9%
CC(C)(C)n1nc2c(c1NC(=O)COc1ccc(F)cc1)CS(=O)(=O)C2,-5%,-4%,-3%,i,3%,-12%,27%,10%,?
O=C(CCS(=O)(=O)c1cc2c3c(c1)CCN3C(=O)CC2)NCc1ccc(Cl)cc1,/,-12%,/,/,-9%,16%,5%,0%,-7%
COc1ccc(-c2ccc(CN3C(CC(C)C)C(=O)N(Cc4cn(CCC5OCCO5)nn4)CCS3(=O)=O)cc2)cc1OC (stereo not drawn),-2%,3%,/,i,-8%,5%,24%,34%,-36%
COc1ccc2c(=O)c3ccccc3oc2c1,6%,0%,1%,i,1%,?,13%,-29%,-67%[inhibitor]
COc1ccc(NC(=O)Cn2nnc(C(=O)NCc3ccc(C)cc3)c2N)cc1Cl,3%,-9%,1%,i,10%,1%,6%,1%,i
Cc1nccn1CCc1nc(N)nc(N)n1,0%,1%,-1%,i,-6%,-13%,6%,1%,i
CCc1sc(C(=O)N2CCc3ccccc32)cc1C,-9%,-4%,-9%,i,-39%[inhibitor],-18%,?,9%,-59%[inhibitor]
Cc1oc(-c2cccc(Cl)c2)nc1CN1CCC(C(=O)NCCc2ccc(Cl)cc2)CC1,/,2%,/,/,-8%,6%,4%,16%,i
COc1ccc(CNC(=O)Cc2ccc(NC(=O)C3=C(C)OCCS3)cc2)cc1,-7%,-19%,-3%,i,/,12%,?,0%,-23%
O=C1OC(Cc2ccccn2)C(O)=C1C1=NCCCCN1 (stereo not drawn),4%,14%,-4%,i,-6%,-5%,-23%,19%,-18%
COC(=O)N1CCN(S(=O)(=O)c2ccc(F)cc2)CC1,-11%,2%,1%,i,12%,-25%,5%,15%,-1%
Cc1cccc(NC(=O)CN(C)S(=O)(=O)c2ccc(Cl)cc2)n1,-1%,-3%,2%,/,-9%,-24%,0%,22%,-24%[57.5 µM]
O=C(O)c1cc(Br)ccc1NS(=O)(=O)c1cccc2nsnc12,5%,14%,0%,i,-4%,-24%,-17%,59%,-31%[inhibitor]
COc1cc(/C=N/O)cc(Br)c1OCc1ccc(Cl)cc1,-12%,-19%,0%,i,18%,?,?,20%,i
CC(=O)C1=C(O)C(CSCc2ccccc2)N(C)C1=O (stereo not drawn),12%,11%,/,i,5%,-37%[inhibitor],20%,/,24%
Cc1cccc(CNCc2ccccc2)c1,0%,-17%,0%,i,11%,4%,-19%,/,-13%

# Not all compounds are listed. The share of hits here may be higher or lower than overall.
